RTF Ca sens inh – cardiac RTF calcium desensitization; 340,000 compounds, 0.12% hits; inhibition, % at 7.15 µM; AID 493244; IANBD-labeled cardiac RTF, Ca2+ fluorescence;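 active means inhibition above the mean inhibition of all tested compounds plus 3 SD, cut at about 17% in these data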;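 further: assay run at fixed EC70 calcium of 1.6 mM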
Arrestin-AP2 inh – blocks beta-arrestin peptide binding to AP2 adaptin; FITC-arrestin peptide / GST-AP2 beads, flow cytometry; AP2 beta2 appendage carries R879A mutation; inhibition, % at 10 µM; 340,000 compounds, 0.31% hits; AID 504490;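 active means inhibition above a set limit, near 3 SD of compounds lacking own fluorescence, cut at about 54% in these data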;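 further: plate controls were DMSO wells for no effect and 5 µM unlabelled arrestin peptide for full effect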
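test system = AP2 appendage R879A on GSH beads | buffer or medium = PBS plus Tween 20 (0.05%) and BSA (0.1%) | incubation = 12 min plus 1 h, RT | detection = bead flow cytometry, FITC channel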
Pemphigus Ab inh – blocks pemphigus antibody binding to human desmoglein-3; P32926; DSG3-coupled beads, scFv-anti-DSG3-GFP binding, flow cytometry; hits give low values; binding (percent of control), % at 10 µM; 310,000 compounds, 0.48% hits; AID 588358;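 active means binding more than 3 SD below its plate's average and above zero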;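 further: hits lower antibody fragment binding to DSG3; some compounds called inactive have numbers as strong as hits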
Target sequence (P32926 whole entry, looked up, the tested form may be a part): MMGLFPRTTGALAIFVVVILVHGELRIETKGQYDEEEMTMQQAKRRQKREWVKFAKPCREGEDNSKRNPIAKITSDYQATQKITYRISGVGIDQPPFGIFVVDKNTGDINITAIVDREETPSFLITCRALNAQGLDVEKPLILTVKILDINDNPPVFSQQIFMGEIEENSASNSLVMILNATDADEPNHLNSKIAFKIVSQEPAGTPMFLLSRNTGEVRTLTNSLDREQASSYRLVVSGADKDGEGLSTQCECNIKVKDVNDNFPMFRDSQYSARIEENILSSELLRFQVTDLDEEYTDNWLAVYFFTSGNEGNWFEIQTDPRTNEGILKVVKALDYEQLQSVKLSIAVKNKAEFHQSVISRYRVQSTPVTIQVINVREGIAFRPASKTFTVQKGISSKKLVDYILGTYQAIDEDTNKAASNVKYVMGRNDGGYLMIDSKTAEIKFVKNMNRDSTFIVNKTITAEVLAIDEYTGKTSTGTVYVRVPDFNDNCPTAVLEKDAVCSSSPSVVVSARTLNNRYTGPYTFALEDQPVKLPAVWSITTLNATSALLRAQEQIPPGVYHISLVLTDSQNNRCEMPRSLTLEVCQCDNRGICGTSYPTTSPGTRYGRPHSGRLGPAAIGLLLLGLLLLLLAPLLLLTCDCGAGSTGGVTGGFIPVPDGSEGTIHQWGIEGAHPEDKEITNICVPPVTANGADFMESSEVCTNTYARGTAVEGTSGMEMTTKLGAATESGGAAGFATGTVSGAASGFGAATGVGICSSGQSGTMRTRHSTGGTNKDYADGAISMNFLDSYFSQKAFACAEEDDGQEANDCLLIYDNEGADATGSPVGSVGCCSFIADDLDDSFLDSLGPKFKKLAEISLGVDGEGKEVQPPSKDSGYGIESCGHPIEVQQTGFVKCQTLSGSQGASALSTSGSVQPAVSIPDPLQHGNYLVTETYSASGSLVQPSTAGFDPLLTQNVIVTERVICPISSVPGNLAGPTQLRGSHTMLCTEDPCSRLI
OPRM1-OPRD1 ag – agonists of human mu-delta opioid receptor heterodimerization; P35372+P41143; cells, OPRM1-OPRD1 heterodimerization, luminescence; activation, % at 9.3 µM; 340,000 compounds, 0.3% hits; AID 504326; in the data active means activation above about 18%;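 further: 0% = vehicle-treated cells and 100% = reference agonist; values of inactives mirror those of a sister screen read the other way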
Wnt act – activates Wnt/beta-catenin signaling in a reporter cell assay; activator, plate reader; activation, % at 9.35 µM; 300,000 compounds, 1.2% hits; in the data active means activation above about 30%, passing the limit was not always enough;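 further: 0% = neutral control wells and 100% = positive control wells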
LANA DNA inh – blocks KSHV LANA C-terminal domain binding to DNA | 340,000 compounds, 0.078% hits | MBP-C-LANA/FAM-LBS DNA binding, fluorescence polarization | inhibition, % at 9 µM;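 active means highest replicate inhibition at or above 60% at 9 µM, even if other replicates fall short; inactive means all replicates below 60% inhibition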;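 further: 0% = neutral control wells and 100% = 4 µM acridine orange control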
Keap1 Nrf2 FP – disrupts human Keap1 binding to Nrf2 peptide. Keap1 Kelch-Nrf2 peptide fluorescence polarization, 1536-well. inhibition, % at 9.4 µM. 340,000 compounds, 0.15% hits. AID 504523; in the data active means inhibition above about 12%;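 further: human Keap1 Kelch domain with fluorescein labeled Nrf2 9mer peptide probe; 0% = neutral control wells and 100% = peptide positive control; higher means more block of Keap1 binding to Nrf2 peptide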
RTF Ca sens act – cardiac RTF calcium sensitization; AID 493008; P19429+P45379; 340,000 compounds, 0.24% hits; activation, % at 7.2 µM; IANBD-labeled TnC RTF fluorescence at EC20 calcium; 0% EC20 calcium, 100% full calcium;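 active means activation above the mean over all tested compounds plus 3 SD, cut at about 30% in these data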;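 further: rise in fluorescence read as greater calcium sensitivity of cardiac thin filaments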
MOR-DOR inv ag – inverse agonist of human OPRM1-OPRD1 heterodimerization; P35372+P41143; cell-based MOR-DOR heterodimer luminescence, inverse agonism; inhibition, % at 9.3 µM; 340,000 compounds, 0.21% hits; AID 504357; in the data active means inhibition above about 22%, passing the limit was not always enough;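 further: 0% = cells with DMSO and 100% = wells without cells with DMSO; values of inactives mirror those of a sister screen read the other way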
V-ATPase pH – yeast V-ATPase proton transport regulation by pHLuorin | S. cerevisiae, pHLuorin cytosolic pH fluorescence | response, % at 10 µM | 350,000 compounds, 0.37% hits | AID 504577; in the data active means response mostly above about 7.3%, no sharp cut-off; inactive means mostly below about 5.4%; further: actives read high; inactives centre near 0; some compounds called inactive have numbers as strong as hits; reference of the scale not given here
* marks the source's active call; other numbers are inactive results; / = not tested or not shown. Compounds were not picked by outcome. About 3.1% of those tested had a hit in this group.

Sample of the layout:
Structure	RTF Ca sens inh	Arrestin-AP2 inh	Pemphigus Ab inh	OPRM1-OPRD1 ag	Wnt act	LANA DNA inh	Keap1 Nrf2 FP	RTF Ca sens act	MOR-DOR inv ag	V-ATPase pH
CCOC(=O)C1CCCN(C(=O)c2ccc3[nH]c4c(c3c2)CC(C)CC4)C1 (centres undefined)	-4	-1	104	-0.2	4	0.5	-4	-3	1	-1
N#Cc1ccccc1OCC(=O)OCC(=O)N1CCN(C(=O)c2ccco2)CC1	-9	-2	94	-2.1	-2	-3.2	-3	5	10	3

The list itself, repeating the preview:
Structure	RTF Ca sens inh	Arrestin-AP2 inh	Pemphigus Ab inh	OPRM1-OPRD1 ag	Wnt act	LANA DNA inh	Keap1 Nrf2 FP	RTF Ca sens act	MOR-DOR inv ag	V-ATPase pH
CCOC(=O)C1CCCN(C(=O)c2ccc3[nH]c4c(c3c2)CC(C)CC4)C1 (centres undefined)	-4	-1	104	-0.2	4	0.5	-4	-3	1	-1
N#Cc1ccccc1OCC(=O)OCC(=O)N1CCN(C(=O)c2ccco2)CC1	-9	-2	94	-2.1	-2	-3.2	-3	5	10	3
CN(C)CCCN(C(=O)c1cc2ccccc2oc1=O)c1nc2c(F)cccc2s1	-2	7	111	-2.3	/	2.5	-4	-3	12	1
CCN(CC)C(=O)C1CCN(S(=O)(=O)c2ccc3c(c2)CCCN3C(=O)C2CCC2)CC1	-7	4	/	-0.7	-3	-0.8	2	-4	4	0
COc1cccc(/C=N/NC(=O)C(=O)N2CCCC2)c1	-3	0	102	-0.2	-3	-0.8	-1	3	1	1
CC(C(=O)Nc1ccc(F)c(F)c1F)N1CCCCCC1 (centres undefined)	-10	-12	77	-2.3	/	0.5	0	-4	12	4
O=S(=O)(NC1CCCCC1N1CCN(c2cccc(Cl)c2)CC1)c1ccccc1 (centres undefined)	1	4	/	-1.1	/	0.3	-3	-3	6	-5
COc1ccc(S(=O)(=O)Nc2ccc(NC(C)=O)cc2)cc1Cl	-2	11	101	-4.0	-1	-1.2	-2	3	21	1
CC(=O)NC(Cc1ccc(F)cc1)C(=O)NC1CCN(C(=O)Nc2ccc(F)cc2)CC1 (centres undefined)	-5	2	/	-1.0	-1	-0.5	-3	-6	6	7
Cc1cc(C(=O)NC2CCCN(Cc3ccccc3F)C2)no1 (centres undefined)	-6	-5	104	-2.3	-1	1.0	1	3	12	0
CCC(C)NC(=O)CCc1nc2ccccc2n1-c1ccccc1 (centres undefined)	-2	11	105	-2.4	0	0.7	-1	8	13	5
CCCC(=O)Nc1cc(C(=O)O)ccc1S(=O)(=O)c1ccc(C)cc1	2	-7	96	0.0	2	1.3	-4	-3	0	1
CCN(CC)S(=O)(=O)c1ccc(NC(=O)COc2cccc(-n3cnnn3)c2)cc1	-5	-7	/	-3.1	-2	0.0	-12	1	15	-1
COCC(C)NC(C(=O)Nc1ccc(Cl)c([N+](=O)[O-])c1)c1ccccc1 (centres undefined)	8	16	118	-3.9	-9	2.3	0	-4	21	-2
C[Si](C)(C)n1ccnc1	9	-4	/	-1.5	1	-1.0	-2	1	8	-7
Cc1cc(C)c2c(C)nn(-c3ccccc3)c2n1	3	6	98	2.6	-5	-0.7	0	1	-14	-4
Cc1ccccc1NC(=O)c1ccc(NC(=O)c2ccco2)cc1	-9	2	105	-1.3	/	-0.7	-1	7	7	4
O=C(C1=C[C@@H](C2CC2)C[C@@H](OCc2ccc(CO)cc2)O1)N1CCN(Cc2ccccc2)CC1	-8	4	99	-0.8	-5	3.0	9	-7	4	3
NC(=O)c1ccc(NC(=S)NCc2ccco2)cc1	1	6	102	-1.5	1	-1.3	1	-1	8	4
O=C(COc1ccc(Br)cc1Cl)N1CCN(c2ncccn2)CC1	-2	-5	99	-1.4	-2	3.5	1	3	6	-5

Structure,RTF Ca sens inh,Arrestin-AP2 inh,Pemphigus Ab inh,OPRM1-OPRD1 ag,Wnt act,LANA DNA inh,Keap1 Nrf2 FP,RTF Ca sens act,MOR-DOR inv ag,V-ATPase pH
CC(=O)Oc1c(C)c(C)c2c(c1C)CCC(C)(CCCC(C)CCCC(C)CCCC(C)C)O2 (centres undefined),-3,-4,118,-1.6,-3,-2.1,-5,14,9,3
COC(=O)c1ccccc1NC(=O)NC1CCCCC1,-1,-1,/,-2.0,3,-0.4,0,7,10,1
CN(C(=O)CN1C(=O)NC2(CCc3ccccc32)C1=O)C1CCS(=O)(=O)C1 (centres undefined),3,-16,107,-0.4,0,-1.0,3,-4,3,-3
C(=NN=C1c2ccccc2-c2ccccc21)c1ccc2c(c1)OCO2,-3,32,102,-2.6,19,3.5,2,-8,11,-1
Oc1c(Br)cc(Br)c2cccnc12,7,-2,104,4.6,2,-5.8,-6,0,-25,-4
CC1(C)CN=C(N(Cc2ccccc2)C(=O)Nc2ccccc2)S1,-1,4,110,-1.1,/,0.5,0,-2,6,-2
O=[N+]([O-])c1cccc(-c2ccn[nH]2)c1,-7,0,/,-1.6,5,-0.7,-3,-1,8,-3
COc1cccc(NC(=O)c2ccc(S(=O)(=O)N3CCCC3)cc2)c1,9,1,/,-0.5,-2,0.3,1,-4,3,-1
Cc1ccc(/C=C(\NC(=O)c2ccccc2)C(=O)OCc2ccccc2)cc1,-3,-2,110,-1.4,-6,1.7,3,3,8,-1
Cc1nn(-c2ccccc2)c2sc(C(=O)N3CCc4ccccc4C3)cc12,0,-8,100,2.0,-20,0.2,0,2,-11,3

Structure,RTF Ca sens inh,Arrestin-AP2 inh,Pemphigus Ab inh,OPRM1-OPRD1 ag,Wnt act,LANA DNA inh,Keap1 Nrf2 FP,RTF Ca sens act,MOR-DOR inv ag,V-ATPase pH
Cc1ccc(Cn2ncc3c(N4CCN(Cc5ccc(Cl)cc5)CC4)ncnc32)cc1,5,-3,/,5.3,/,-0.4,-5,-2,-27,3
CC(Oc1ccc2c(-c3ccccc3)cc(=O)oc2c1)C(=O)NCCCN1CCOCC1 (centres undefined),-5,15,/,-2.8,4,1.2,-2,0,15,-1
CC1CCC(NC(=O)C(C)N2C(=O)C3CCCCC3C2=O)CC1 (centres undefined),-2,0,96,-1.7,1,0.9,-2,-2,7,1
COC(=O)c1ccc(N2C(=O)C3C4C=CC(CC4)C3C2=O)cc1 (centres undefined),-6,5,107,-1.5,0,0.0,0,3,8,-2
Cc1ccc(NC(=O)C2CCCN(c3ncccn3)C2)c(C)c1 (centres undefined),0,4,100,-2.4,4,0.5,-5,-5,15,1
COc1cc(C(=O)COC(=O)c2cnc(C)cn2)ccc1OC(F)F,-2,-5,108,-3.0,-1,-2.5,-3,1,10,4
OCCNc1cc(-n2nc(-c3ccccc3)cc2-c2ccccc2)ncn1,0,-3,102,0.0,-2,-0.9,-5,-1,0,4
O=C(NCCCn1ccnc1)c1cccc(S(=O)(=O)Nc2ccccc2F)c1,-1,1,100,-1.3,/,-0.6,-1,1,8,2
O=C1OCC/C1=C\c1ccc2c(c1)OCO2,-2,2,105,-2.1,-2,-0.3,1,0,10,0
COc1ccc(C2(C)NC(=O)N(CC3CCCCC3)C2=O)cc1 (centres undefined),-5,-5,96,1.0,0,0.8,7,3,-7,-4

Another view of three compounds above.
The line under a structure holds: RTF Ca sens inh | Arrestin-AP2 inh | Pemphigus Ab inh | OPRM1-OPRD1 ag | Wnt act | LANA DNA inh | Keap1 Nrf2 FP | RTF Ca sens act | MOR-DOR inv ag | V-ATPase pH
- CN(C(=O)CN1C(=O)NC2(CCc3ccccc32)C1=O)C1CCS(=O)(=O)C1 (centres undefined)
 : 3 | -16 | 107 | -0.4 | 0 | -1.0 | 3 | -4 | 3 | -3
- NC(=O)c1ccc(NC(=S)NCc2ccco2)cc1
 : 1 | 6 | 102 | -1.5 | 1 | -1.3 | 1 | -1 | 8 | 4
- OCCNc1cc(-n2nc(-c3ccccc3)cc2-c2ccccc2)ncn1
 : 0 | -3 | 102 | 0.0 | -2 | -0.9 | -5 | -1 | 0 | 4

(listing goes on)
Structure,RTF Ca sens inh,Arrestin-AP2 inh,Pemphigus Ab inh,OPRM1-OPRD1 ag,Wnt act,LANA DNA inh,Keap1 Nrf2 FP,RTF Ca sens act,MOR-DOR inv ag,V-ATPase pH
O=C1OC(/C(=C\Nc2ccccc2)[N+](=O)[O-])c2ccccc21 (centres undefined),4,-8,99,-2.0,2,-1.0,1,8,11,3
CC1CCCN(CCCNC(=O)c2cc3c(s2)-c2ccccc2OC3)C1 (centres undefined),-5,2,121,2.0,2,-1.9,0,1,-10,1
Cc1nnc(NC(=O)CSc2nc3c(c(=O)n2C)SC(C)C3)s1 (centres undefined),-5,-3,99,-2.4,-12,1.2,-1,11,13,-3
Cc1[nH]c(=O)[nH]c(=O)c1S(=O)(=O)N1CCCC1,-3,16,100,-2.7,/,-2.3,0,-4,12,-1
CN(C)C(CNC(=O)c1cc(Br)ccc1Cl)c1ccco1 (centres undefined),-1,-5,/,5.5,-1,0.7,-3,-5,-42,5
CCCCNS(=O)(=O)CCNCc1ccco1,-5,36,104,-1.6,-1,-1.2,-7,-5,8,-1
Cc1c2cc[n+](CCN3CCCCC3)cc2c(C)c2c1[nH]c1ccc(O)cc12,2,41,88,-1.5,/,-13,6,4,7,-1
O=C(CN1C(=O)NC(c2ccccc2)(c2ccccc2)C1=O)N1CCCCC1,-11,-12,/,1.5,1,1.9,-3,-2,-6,3

Screening data (PubChem BioAssay)
